Source: PubChem
KCC2 mod: KCC2 cotransporter modulators, thallium flux, primary screen, cell-based, HEK293 KCC2, FluoZin-2 fluorescence, MLSMR. Solute carrier family 12 member 5 (Homo sapiens), Q9H2X9. hit rate 2.2% among 190,000. AID 1456, 2008. KCC2 cells, thallium flux FluoZin-2 fluorescence. B-score of Tl+ flux slope (higher = more flux/activation; lower = inhibition) at 10 µM;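 active means thallium flux slope and its plate-corrected score both differing from the plate sample mean at a set confidence after two filtering rounds, in either direction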;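 further: slope of fluorescence scaled to starting intensity during 10 to 20 s after thallium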
Furin inh: human furin inhibitors, primary screen, biochemical, fluorescence intensity | purified furin, fluorogenic substrate cleavage | inhibition, % at 30 µM | hit rate 0.061% among 220,000; in the data active means inhibition above about 25%; further: inactives centre near -15
Calpain2 inh: inhibitors of pig calpain II, primary screen, biochemical, fluorogenic peptide substrate, 1536-well; AID 1236, 2008; purified calpain II, 30 min; hit rate 0.37% among 220,000; inhibition, % at 16 µM;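 active means inhibition above about 50%, limit read from the data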
hK5 inh: human KLK5 protease inhibitors, primary screen, biochemical, 1536-well. Kallikrein-5 (Homo sapiens), Q9Y337. recombinant hK5, fluorogenic AMC substrate cleavage. inhibition, % at 5 µM. hit rate 0.59% among 210,000;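 active means inhibition of 40% or more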;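 further: 0% = enzyme controls without compound and 100% = no-enzyme blanks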
Rad51 HR inh: human RAD51 strand exchange inhibitors, primary screen, biochemical, fluorescence; DNA repair protein RAD51 homolog 1 (Homo sapiens), Q06609; hRad51 DNA strand exchange, fluorescence dequenching; inhibition, % at 10 µM; hit rate 0.085% among 200,000;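 active means inhibition above 40% at the single screening dose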;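 further: 0% = DMSO control wells and 100% = blanks with heterologous ssDNA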
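System: hRad51 filaments on single-stranded DNA; reagent: Fluorescein- and BHQ1-tagged 47-mer duplex; compound dosing: one concentration, 10 µM final; timing: filaments 15 min 37 °C, then compound 30 min; measured by: fluorescein emission 520 nm, excitation 485 nm; benchmarks: per-plate controls and blanks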
Thrombin inh: human alpha-thrombin inhibitors, primary screen, counter-screen for coagulation protease inhibitor project, biochemical, 1536-well, fluorogenic AMC substrate; Boc-VPR-AMC fluorogenic substrate cleavage; AID 1046, 2008; Prothrombin (Homo sapiens), P00734; hit rate 0.26% among 220,000; inhibition, % at 5 µM;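 active means inhibition at or above 40%; inactive means inhibition below 40%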;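 further: 0% = enzyme with no compound and 100% = wells without enzyme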
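Material: human alpha-thrombin enzyme / Medium: pH 7.5 Tris (50 mM) with NaCl 150 mM, Tween 20 0.05% / Compound: single-point dosing at 5 µM, 0.2% DMSO / Incubation: enzyme reaction carried out at room temperature / Detection: AMC fluorescence, 355/460 nm / Read-out basis: percent inhibition scaled between no-compound controls and no-enzyme blanks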
FXIIa inh 1536: human FXIIa protease inhibitors, primary screen, biochemical, 1536-well; Coagulation factor XII (Homo sapiens), P00748; purified FXIIa, Boc-QGR-AMC fluorogenic substrate, 2 h; hit rate 0.3% among 220,000; AID 800, 2007; inhibition, % at 5 µM; in the data active means inhibition above about 40%;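 further: 0% = enzyme with no compound and 100% = blank without enzyme; many of its hits are not listed in these tables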
FXIa inh: human FXIa protease inhibitors, primary screen, biochemical, 1536-well; Coagulation factor XI (Homo sapiens), P03951; inhibition, % at 5 µM; purified FXIa, Boc-Glu-Ala-Arg-AMC fluorogenic substrate; hit rate 0.14% among 220,000;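 active means inhibition of at least 40%; inactive means inhibition below 40%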;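 further: fluorescence of freed AMC excited at 355 nm; 0% = enzyme without compound and 100% = no enzyme blank; many of its hits are not listed in these tables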
PERK inhibitor: block of dimerizer-induced PERK translation repression, primary screen, PERK inhibitor project, CHO PERK-DD cells, SEAP luminescence, HTS. CHO PERK-DD fusion, SEAP luminescence translation reporter. Eukaryotic translation initiation factor 2-alpha kinase 3 (Homo sapiens), Q9NZJ5. hit rate 0.17% among 220,000. inhibition, % at 5.6 µM;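 active means inhibition above the mean inhibition of all tested compounds plus 3 SD, set separately per screening campaign, cut at about 2.9% in these data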;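 further: PERK kinase domain activated by AP20187 dimerizer at 100 nM; 0% = DMSO with dimerizer and 100% = rapamycin at 8.4 µM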
Target sequence (Q9NZJ5 whole entry, looked up, the tested form may be a part): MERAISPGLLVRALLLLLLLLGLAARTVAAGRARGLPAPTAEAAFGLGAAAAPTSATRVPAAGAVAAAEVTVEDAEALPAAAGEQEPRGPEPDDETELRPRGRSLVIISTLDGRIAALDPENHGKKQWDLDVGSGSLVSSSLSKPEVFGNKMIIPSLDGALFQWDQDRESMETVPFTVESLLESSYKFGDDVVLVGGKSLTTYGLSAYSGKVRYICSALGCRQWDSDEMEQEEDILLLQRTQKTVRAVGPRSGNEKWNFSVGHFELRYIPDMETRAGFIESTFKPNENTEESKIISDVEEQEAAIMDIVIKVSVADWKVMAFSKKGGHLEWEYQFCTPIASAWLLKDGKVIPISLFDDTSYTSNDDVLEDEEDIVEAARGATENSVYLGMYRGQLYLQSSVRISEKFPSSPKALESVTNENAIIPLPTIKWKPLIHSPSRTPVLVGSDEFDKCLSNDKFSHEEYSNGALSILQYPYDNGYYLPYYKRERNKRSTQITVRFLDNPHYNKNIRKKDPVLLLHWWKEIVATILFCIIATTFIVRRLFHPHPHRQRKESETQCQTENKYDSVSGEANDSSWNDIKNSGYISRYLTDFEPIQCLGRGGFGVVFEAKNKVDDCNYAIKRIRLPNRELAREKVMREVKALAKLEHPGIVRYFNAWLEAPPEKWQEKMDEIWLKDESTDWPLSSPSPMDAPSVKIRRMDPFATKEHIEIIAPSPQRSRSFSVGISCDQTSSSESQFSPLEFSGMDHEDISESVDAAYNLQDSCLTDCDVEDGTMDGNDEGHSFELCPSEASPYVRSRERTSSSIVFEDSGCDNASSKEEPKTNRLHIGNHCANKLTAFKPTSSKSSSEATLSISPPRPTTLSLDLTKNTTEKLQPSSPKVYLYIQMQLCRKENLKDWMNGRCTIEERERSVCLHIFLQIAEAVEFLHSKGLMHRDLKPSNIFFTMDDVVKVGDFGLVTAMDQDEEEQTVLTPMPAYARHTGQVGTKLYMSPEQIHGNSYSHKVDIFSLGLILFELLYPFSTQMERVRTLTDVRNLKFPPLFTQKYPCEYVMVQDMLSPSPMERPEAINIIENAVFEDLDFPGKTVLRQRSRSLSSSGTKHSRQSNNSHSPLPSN
* = called active by the depositor; nt = no result given; [ ] = another dose, or the depositor's remark.

SMILES | KCC2 mod | Furin inh | Calpain2 inh | hK5 inh | Rad51 HR inh | Thrombin inh | FXIIa inh 1536 | FXIa inh | PERK inhibitor
Cn1c(Cc2c[nH]c3ccccc23)n[nH]c1=S | nt | -20[20 µM] | -5 | 1 | -3 | -3 | 14 | -15 | 0.7
COc1cc(OC)c(S(=O)(=O)Nc2ccccc2N2CCCCC2)cc1NC(C)=O | 0.16 | -12 | -22 | -3 | 4 | -4 | 4 | -4 | -2.0
Cc1ccc(OCC(=O)NNC(=O)CCC(=O)NCc2ccccc2)cc1 | 0.32 | -19[20 µM] | 7 | -11 | 8 | -1 | 1 | -3 | -0.1
COC(=O)c1nc2n(n1)C(c1cc(OC)ccc1OC)C(C(=O)OC1CCCCC1)=C(C)N2 (stereo not drawn) | -0.99 | -3 | -40 | -2 | 4 | -5 | 5 | -5 | -1.2
CNC(=S)N1N=C(c2ccc(C)cc2)CC1c1ccc(N(C)C)cc1 (stereo not drawn) | 0.42 | -19 | -12 | -6 | -6 | -10 | -6 | -3 | -0.1
NC(=O)C1=C[C@H](c2ccc(C(F)(F)F)cc2)C[C@H](OCc2ccc(CO)cc2)O1 | 0.97 | -22 | 6 | -3 | 5 | -3 | 4 | -1 | 1.3
Cc1onc(-c2ccccc2Cl)c1C(=O)Nc1c(C)n(C)n(-c2ccccc2)c1=O | nt | -10 | -46 | 22 | 1 | 3 | -4 | 0 | 0.1
CCO/C=C1\N=C(c2ccc(F)cc2)OC1=O | 0.56 | -10 | 2 | -7 | -4 | -1 | 6 | 4 | 0.1
Cc1cc(C)nc(SCC(=O)OCN2C(=O)c3ccccc3C2=O)n1 | -0.12 | -13 | 14 | -2 | 1 | -9 | 8 | -5 | -0.4
COc1ccc(-n2c3c(cc(C(=O)NNc4ccccc4)c2=O)C(=O)CC(C)(C)C3)cc1 | 1.7 | -7 | -27 | -4 | 16 | -10 | 4 | -3 | 0.9

Reprinted from the part before: 3 compounds, then new ones.
SMILES | KCC2 mod | Furin inh | Calpain2 inh | hK5 inh | Rad51 HR inh | Thrombin inh | FXIIa inh 1536 | FXIa inh | PERK inhibitor
CCO/C=C1\N=C(c2ccc(F)cc2)OC1=O | 0.56 | -10 | 2 | -7 | -4 | -1 | 6 | 4 | 0.1
Cc1cc(C)nc(SCC(=O)OCN2C(=O)c3ccccc3C2=O)n1 | -0.12 | -13 | 14 | -2 | 1 | -9 | 8 | -5 | -0.4
COc1ccc(-n2c3c(cc(C(=O)NNc4ccccc4)c2=O)C(=O)CC(C)(C)C3)cc1 | 1.7 | -7 | -27 | -4 | 16 | -10 | 4 | -3 | 0.9
O=C(CNc1ccccc1)N/N=C/c1c[nH]c2ccccc12 | -0.39 | -25 | 4 | -2 | -3 | -6 | 10 | 1 | 0.6
CN1C(=O)c2ccccc2C(C(=O)NCC2CCCO2)C1c1c[nH]c2ccccc12 (stereo not drawn) | nt | -4[20 µM] | -24 | -17 | 0 | 0 | 10 | 2 | -1.8
CCC1=NN(C(=O)c2cccc(Br)c2)C(O)(c2ccc(Br)cc2)C1 (stereo not drawn) | 6.5* | 5 | 15 | -21 | 6 | -5 | 1 | 2 | -0.4
CC(=O)NCC(=O)NC(Cc1ccccc1)C(N)=O (stereo not drawn) | 0.29 | -14[20 µM] | -19 | -6 | -1 | -2 | 6 | 3 | -0.4
O=c1[nH]c2ccccc2n2cnnc12 | -0.38 | -14 | 7 | 0 | 5 | -1 | 10 | -2 | 0.8
CCc1ccc2c(c1)C(O)(CC(=O)c1cccs1)C(=O)N2 (stereo not drawn) | 0.17 | -23 | -30 | -6 | 9 | 2 | 4 | -1 | 1.9
O=C(NC1CCCc2ccccc21)c1cccc(S(=O)(=O)N2CCN(c3ccccc3)CC2)c1 (stereo not drawn) | -0.11 | -25[20 µM] | -234 | -5 | 0 | 5 | 14 | 4 | -0.9
O=C(Cc1ccc(Br)cc1)N1CCN(c2ccc(F)cc2)CC1 | nt | -22[20 µM] | -45 | -22 | 11 | 1 | 10 | -10 | -0.3
CCCCN(CC)C(=O)c1ccc2c(c1)OCO2 | 0.15 | -14 | 12 | -13 | -2 | -4 | 20 | 19 | 0.5
CSc1nc2ccc(S(=O)(=O)N3CCCCC3)cc2s1 | nt | -19[20 µM] | -9 | -19 | -3 | 1 | 5 | 6 | -0.8
O=C(COc1ccc(Cl)cc1)NNC(=O)c1cccnc1 | 1.2 | -22 | -13 | 1 | -6 | -3 | 3 | -1 | 0.2
Cc1c(NC(=O)C23CC4CC(CC(C)(C4)C2)C3)c(=O)n(-c2ccccc2)n1C | nt | -14 | 3 | -8 | 0 | 1 | 14 | 2 | -0.6
O=C(CCc1nnc(C2CCCCC2)o1)NCCCOc1cccnc1 | 4.1 | -29 | -4 | nt | -9 | -1 | 8 | 0 | 0.2
O=S(=O)(CCN1C=CC(C(F)(F)F)=NCC1)c1ccc(Cl)cc1Cl | 0.15 | -13 | -14 | 5 | 4 | 2 | 7 | 14 | -0.1
CCN(CC)CCCN1C(=O)C(O)=C(C(=O)c2ccc(C)o2)C1c1ccc(C)o1 (stereo not drawn) | 0.017 | -16 | 9 | 2 | -14 | -1 | 7 | 10 | 0.5
O=C(O)CCSc1ncnc2sc(-c3ccccc3)cc12 | 51* | -5 | 10 | -7 | 26 | -7 | 4 | 3 | 2.3
COc1ccccc1-c1nnc(SCC(=O)N2CC(C)CC(C)C2)o1 (stereo not drawn) | nt | -12[20 µM] | -30 | -3 | 3 | -2 | 12 | -1 | -0.9
CCc1ccccc1NC(=S)N1CCC(NC(=O)c2ccc(OC)cc2)CC1 | 0.45 | -5 | 24 | -1 | -12 | nt | 5 | 3 | -0.2
c1ccc2c(c1)SCc1nnc(-c3ccncc3)n1-2 | 0.19 | -19 | 8 | -4 | nt | -11 | 1 | -3 | 1.3
COc1cc(NS(=O)(=O)c2ccc(C)cc2)ccc1-n1cnnn1 | -0.18 | -31 | -5 | 1 | 0 | -6 | 6 | -3 | 1.7
C=CCNC(=S)NC(=O)c1oc2ccccc2c1C | 11* | -11 | 10 | 26 | -8 | 3 | 25 | 31 | 1.4
CCCc1c(C(=O)NNc2cccc(Cl)c2)cnn1-c1ccccc1 | 0.039 | -12 | 18 | -3 | 13 | 3 | 4 | -1 | -0.1
CC(C)[C@H]1CN=C2N(CCNC(=O)CCC3CCCCC3)[C@H](Cc3ccc(O)cc3)CN21 | -0.0065 | -12 | 14 | -7 | -4 | 2 | 0 | -3 | -0.6
CC1CN(c2ccc([N+](=O)[O-])cc2Cl)CCN1S(C)(=O)=O (stereo not drawn) | 0.72 | -7 | -15 | 3 | -2 | -1 | 6 | 1 | 0.0
CCN1C(=O)/C(=C2/C=Cc3ccccc3N2C)OC1=S | nt | -8[20 µM] | 23 | -4 | -15 | 4 | 15 | 6 | 0.8
CCCCNC(=O)C1C2C=CC3(CN(Cc4ccccc4Cl)C(=O)C13)O2 (stereo not drawn) | nt | -19 | 4 | -8 | -3 | -4 | 0 | -5 | 0.5
O=C(NCc1cn2ccccc2n1)c1ccco1 | nt | -18 | 2 | 0 | 2 | 0 | 12 | 4 | -1.2
CCN1CCN(C(c2ccc(OC)cc2)C(O)C(=O)c2c[nH]c3ccccc23)CC1 (stereo not drawn) | 1.4 | -24[20 µM] | -5 | 0 | 3 | -1 | 6 | -4 | -0.4
COCCNC(=O)/C(C#N)=C\c1ccc(CNC(=O)C(=O)Nc2ccc(C)c(C)c2)o1 | -1.1 | -5 | -25 | nt | nt | -3 | 15 | 3 | 0.7
O=[N+]([O-])c1cc2c(c(CSc3ncccn3)c1)OCOC2 | -1.4 | -17 | 6 | -4 | 6 | -23 | 6 | -9 | 0.1
COc1ccc(NC(=S)NC(C)Cc2cccs2)cc1 (stereo not drawn) | -1.4 | -23 | -9 | 11 | 7 | -2 | 13 | 1 | 0.2
Cc1cc(NC(=O)CN2C(=O)NC3(CCC(C)CC3)C2=O)no1 (stereo not drawn) | 1.3 | -4 | 22 | -8 | 24 | 0 | 7 | 32 | 0.9
COc1ccc(S(=O)(=O)N(C)CC(=O)Nc2cccc(C(C)=O)c2)cc1Cl | 1.3 | -23[20 µM] | -15 | -4 | 1 | -2 | 6 | -4 | -1.5
Cc1ccc(C2=NN(C3=NN=C(N)Cc4ncnn43)C(O)(C(F)(F)F)C2)cc1 (stereo not drawn) | -0.048 | -25 | -118 | -11 | 2 | -10 | 5 | -3 | 0.2
C/C(=N\Nc1nc2ccccc2s1)c1ccc(Br)s1 | 2 | -20 | 3 | 9 | nt | 5 | 17 | 4 | 0.1
CN1CC2(C(=O)c3ccccc3)CN(C)CC(C(=O)c3ccccc3)(C1)C2 | nt | -17 | 4 | -3 | -5 | -5 | 13 | 3 | 0.6
CCC(O)(CCN1CCCCC1)c1ccccc1 (stereo not drawn) | nt | -28 | 8 | 0 | -11 | -2 | 2 | -8 | 0.0
CCOC(=O)N1CCN(Cc2nc(-c3ccc(OC)cc3)no2)CC1 | 1.3 | -21[20 µM] | nt | nt | -7 | nt | nt | nt | -0.5
Cc1nc(-c2ccccc2)sc1C(=O)/C=C/c1ccc(Cl)cc1 | 0.38 | -12[20 µM] | -36 | -29 | -2 | -7 | 2 | -4 | 1.3
COc1ccc(OC)c(S(=O)(=O)Nc2ccc3oc4c(c3c2)C(=O)CCC4)c1 | -0.4 | -21[20 µM] | -40 | 3 | -35 | 2 | 3 | 1 | -1.1
CC(C)Cc1nc(SCc2cccnc2)c2c(=O)n(C)c(=O)n(C)c2n1 | -1.6 | -24 | 34 | -2 | 8 | -1 | 3 | 3 | -0.6
CC(C)N(C)CCOC(=O)c1ccccc1Cl | 0.038 | -8 | -4 | -10 | -2 | -10 | -4 | -4 | -0.1
Cc1ccccc1NC(=O)N1CCc2ccccc2C1 | -0.42 | -20 | -12 | -9 | -3 | -2 | 7 | -5 | 0.4
CCN1C(=O)C2(C(C#N)=C(N)Oc3n[nH]c(C(C)C)c32)c2ccccc21 (stereo not drawn) | 0.18 | -17[20 µM] | -39 | -30 | -1 | 1 | 16 | 5 | 0.5
CC/C(=N/NC(=O)CNc1ccc(Cl)cc1C)c1ccccc1 | -0.36 | -12 | -14 | -5 | 5 | 0 | 3 | -5 | 0.2
Cn1ccnc1SCC(=O)Nc1ccc2c(c1)COC2=O | 0.082 | -26[20 µM] | -20 | -3 | 5 | -10 | -7 | 7 | 0.2
CCOC(=O)c1c(C)c[nH]c1C | 0.064 | -23 | -16 | 11 | 3 | -10 | 6 | 16 | 0.4

An excerpt; the hit share may differ from the screen's.
